Screens deposited in PubChem BioAssay by Broad Institute.
PglD DTNB – C. jejuni PglD acetyltransferase inhibitors, primary screen, biochemical, DTNB colorimetric, single point; actives 0.098% (n = 360,000); AID 602405, 2012; UDP-N-acetylbacillosamine N-acetyltransferase PglD (Campylobacter jejuni); purified PglD enzyme, DTNB colorimetric CoA detection; inhibition, % at 12.5 µM; in the data active = inhibition above about 16%, passing the limit was not always enough; note: strong numbers were not always called active
Cneo AK release – Cryptococcus neoformans cell lysis inducers, primary screen, AK release luminescence, single concentration; lysis activity, % at 15 µM; C. neoformans lysis, adenylate kinase release luminescence, 4 h; normalised: neutral wells 0, clomiphene wells 100; actives 0.2% (n = 360,000);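 active = mean lysis activity across replicates of at least 80%, whatever share of replicates individually reach that level; inactive = mean lysis activity below 80%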
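Material – Cryptococcus neoformans yeast cells · Quantity – 5 × 10^6 yeast cells/mL · Buffer or medium – YPD medium · Compound – single dose · Timing – 4 h static compound exposure, 37 °C, read 1 h post-reagent · Signal – adenylate kinase release luminescence · Read-out basis – lysis from increased AK signal · Benchmarks – Clomiphene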
ARNT TACC3 PPI – disruptors of ARNT/TACC3 protein interaction, primary screen, biochemical, AlphaScreen, single concentration. AID 623870, 2012. inhibition, % at 9.99 µM. AlphaScreen His-ARNT PAS-B/GST-TACC3 binding, luminescence; TACC3 fragment carries E629A point mutation. Transforming acidic coiled-coil-containing protein 3 (Homo sapiens), Q9Y6A5. actives 0.66% (n = 390,000);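 active = mean inhibition of replicates at least 50% and at least half of replicates each reaching 50%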;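 note: 0% = complete ARNT plus TACC3 wells and 100% = ARNT alone without TACC3; many hits fall short of the cut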
PAX8 reporter – inhibitors of PAX8-driven TPO luciferase reporter, primary screen, RMG-I cells, single concentration | SteadyGlo, 24 h | inhibition, % at 12.6 µM | actives 1.2% (n = 360,000);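 active = mean replicate inhibition at least 60% with every replicate also reaching 60%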;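 note: luciferase light reporting Pax8 driven TPO promoter activity; plate controls were median of neutral control wells for no effect and mitoxantrone controls for full effect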
PGC1a acetyl inh – inhibitors of PGC1a acetylation signal, primary screen, cell-based, U2OS, AlphaScreen, inhibitor mode; AlphaScreen anti-acetyl-lysine; with virally co-expressed GCN5 acetyltransferase; inhibition, % at 15.6 µM; actives 0.17% (n = 350,000); AID 651687, 2012;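 active = every replicate shows inhibition of at least 40%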;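 note: 0% = neutral control wells and 100% = positive control wells; some results beyond the cut were filed as inactive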
INS-1E GSIS act – GLuc luminescence reporter in INS-1E cells, primary screen for activators of glucose-dependent secretion of insulin. INS-1E GLuc reporter insulin secretion, 2-3 h. activation, % at 16.6 µM. actives 0.61% (n = 370,000);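 active = lowest replicate activation of at least 40%, so every replicate reaches that level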;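 note: 0% = median of neutral control wells and 100% = median of IBMX positive control wells; some compounds called inactive have numbers as strong as hits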
LGR2 inh – inhibitors of bursicon-induced LGR2 CRE-luciferase signal, primary screen, cell-based, HEK293, CRE-luciferase reporter, bursicon stimulation; AID 720647, 2013; bursicon-stimulated, 4 h; actives 0.35% (n = 380,000); Drosophila bursicon receptor LGR2 (rickets); inhibition, % at 9.99 µM;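 active = drop in luminescence signal, shown as inhibition above about 50% in the replicate tests, limit read from the data, passing the limit was not always enough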;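 note: agonist challenge used bursicon conditioned medium at about half maximal strength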
Statin myotox sup – suppressors of statin myotoxicity in C2C12 myotubes, primary screen, cell-based, single point, plate reader | C2C12 myotubes + simvastatin, ATP luminescence, 48 h; scaled: DMSO 0, geranylgeraniol control 100 | rescue of ATP level, % at 7.49 µM | AID 602340, 2012 | actives 0.78% (n = 330,000);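 active = mean ATP rescue above about 67%, or every replicate alone reaching that limit, limit read from the data, passing the limit was not always enough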;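 note: myotubes were challenged with 10 µM simvastatin during compound exposure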
* marks the source's active call; other numbers are inactive results; . = not tested or not shown.

SMILES	PglD DTNB	Cneo AK release	ARNT TACC3 PPI	PAX8 reporter	PGC1a acetyl inh	INS-1E GSIS act	LGR2 inh	Statin myotox sup
Fc1ccc(COc2cccc(CNCc3ccncc3)c2)cc1	.	.	-17	8	4	-6	33	.
C[C@@H]1CN([C@H](C)CO)C(=O)c2cc(NC(=O)CCN3CCOCC3)ccc2O[C@@H]1CN(C)Cc1ccc(Oc2ccccc2)cc1	-1	-13	5	.	-2	7	13	-53
CCc1nnc(NC(=O)CSc2nnc(-c3ccccc3OC)n2-c2ccc(C)cc2)s1	-3	10	-7	.	-2	.	.	.
C[C@@H]1CN([C@H](C)CO)C(=O)c2cc(C#C[C@@H](C)O)cnc2O[C@H]1CN(C)C(=O)Nc1ccc(C(F)(F)F)cc1	-2	-2	-5	5	0	11	5	-6
Cc1cc(C(C)c2ccccc2)c(O)c(CN2CCOCC2)c1C (stereo not drawn)	-2	0	-2	.	-13	.	.	.
C=CCn1c(SCC(=O)Nc2ccccc2OC)nc(O)c(CC)c1=O	4	0	0	.	1	-1	3	-1
COc1ccc(NC(=O)N(C)C[C@H]2OCCCC[C@@H](C)Oc3ccc(NC(=O)Nc4ccc(C(F)(F)F)cc4)cc3C(=O)N([C@@H](C)CO)C[C@@H]2C)cc1	-2	4	12	77*	26	19	10	-15
Clc1cccc(Cl)c1-c1noc(CN2CCOCC2)n1	.	.	0	1	-7	.	.	-4
Cc1ccc(CN2C(=O)C(C)(C)Oc3ccc(C(=O)N4CCCCC4)cc32)cc1	-2	1	3	18	-4	.	.	-29
O=C(NC1CCCC1)C1CC(=O)N(c2ccccc2)C1 (stereo not drawn)	0	6	-3	14	-1	6	0	15
Cc1c([N+](=O)[O-])cc(S(=O)(=O)Nc2ccncc2)cc1[N+](=O)[O-]	2	-2	-5	2	2	3	5	4
O=C(NCC[C@H]1CC[C@@H](NS(=O)(=O)Cc2ccccc2)[C@H](CO)O1)C1CC1	-1	0	-6	-7	-3	3	-16	2
Cn1c(=O)n(C)c2cc(/C=N/NC(=O)c3ccc(Cl)cc3)ccc21	6	-1	-8	13	-13	1	19	-9
O=C(NC(=S)NCCC1=CCCCC1)c1ccc(Br)o1	.	.	7	-56	-7	-4	-32	-8
Cc1cc(-c2nc3ncccc3o2)ccc1NC(=S)NC(=O)c1ccco1	.	.	0	-31	.	-9	-2	.
Nc1nonc1-n1nnc(C(=O)N/N=C/c2ccccc2Cl)c1CSc1ccccc1	-2	-1	.	10	28	11	-5	.
O=C(O)c1cncc(Br)c1	5	-1	-13	12	.	0	-2	2
O=C(C[n+]1cc(-c2ccccc2)n2c1CCC2)Nc1nc(-c2ccccc2)cs1	6	0	9	6	.	9	-5	.
CNC(=O)C[C@H]1C(=O)N(Cc2ccccc2)C[C@@H]1CSC	0	-1	.	-11	-7	-2	-7	6
C/C=C/c1ccc([C@@H]2[C@@H](CN(C)S(C)(=O)=O)N(C(=O)CC)[C@H]2CO)cc1	-2	-14	-4	1	-9	2	-23	-12

One compound at a time, from the list above.
`O=C(NC(=S)NCCC1=CCCCC1)c1ccc(Br)o1` is listed with PglD DTNB = .; Cneo AK release = .; ARNT TACC3 PPI = 7; PAX8 reporter = -56; PGC1a acetyl inh = -7; INS-1E GSIS act = -4; LGR2 inh = -32; Statin myotox sup = -8
`C[C@@H]1CN([C@H](C)CO)C(=O)c2cc(C#C[C@@H](C)O)cnc2O[C@H]1CN(C)C(=O)Nc1ccc(C(F)(F)F)cc1` is listed with PglD DTNB = -2; Cneo AK release = -2; ARNT TACC3 PPI = -5; PAX8 reporter = 5; PGC1a acetyl inh = 0; INS-1E GSIS act = 11; LGR2 inh = 5; Statin myotox sup = -6
`Clc1cccc(Cl)c1-c1noc(CN2CCOCC2)n1` is listed with PglD DTNB = .; Cneo AK release = .; ARNT TACC3 PPI = 0; PAX8 reporter = 1; PGC1a acetyl inh = -7; INS-1E GSIS act = .; LGR2 inh = .; Statin myotox sup = -4

The listing continues:
SMILES	PglD DTNB	Cneo AK release	ARNT TACC3 PPI	PAX8 reporter	PGC1a acetyl inh	INS-1E GSIS act	LGR2 inh	Statin myotox sup
N#Cc1c(N)n(CCOC(=O)c2cccc(Br)c2)c2nc3ccccc3nc12	7	-2	5	.	-5	.	.	11
O=C(CNCc1ccco1)Nc1ccc(Oc2ccccc2)cc1	.	.	-2	13	.	-8	-2	.
CCCn1nc(C(=O)Nc2ccc(S(=O)(=O)Nc3nccs3)cc2)c2ccccc2c1=O	-9	-4	-22	.	.	.	.	0
O=C(C[C@H]1CC[C@H](NS(=O)(=O)c2ccc(F)cc2)[C@H](CO)O1)N1CCC(Cc2ccccc2)CC1	6	-2	-8	0	-2	.	3	-7
CNC(=O)C[C@H]1CC[C@H]2[C@@H](COC[C@H](O)CN2Cc2ccc(Cl)c(Cl)c2)O1	1	-1	-11	-12	4	3	-9	1
Cc1[nH]n(-c2cccc(Cl)c2)c(=O)c1C=NCc1ccco1	.	.	0	-106	.	15	-64	.
O=C(c1ccccc1NS(=O)(=O)c1cccc(C(F)(F)F)c1)N1CCc2ccccc21	0	-3	-14	-3	-8	.	12	.
CCC1(O)CCCC2C3CCC4CC(=O)CCC4(C)C3C(=O)CC21C (stereo not drawn)	-4	-2	-5	-6	6	-3	-15	-9
Cc1cc(C)n(-c2ccc(C(=O)Nc3cccc(S(=O)(=O)N4CCCC4)c3)cc2)n1	12	0	2	21	-12	-24	11	5
COc1ccc(NC(=O)Nc2ccc3c(c2)CC(=O)N([C@H](C)CO)C[C@@H](C)[C@H](CN(C)Cc2ccc(C(=O)Nc4ccccc4N)cc2)O3)cc1	.	.	.	-22	-4	-9	7	.
Cc1cc(=O)[nH]c(SCC(=O)OCc2ccccc2)c1C#N	.	.	0	1	1	17	-29	.
N#C/C(=C/c1ccc(N2CCCCC2)o1)C(=O)Nc1ccc(Cl)cc1	-2	-5	5	.	-7	-11	-49	-36
O=C(Nc1ccc(C(=O)c2ccccc2)cc1)c1ccccc1	8	-1	-5	-68	-4	-6	-40	-36
c1csc(-c2nc(NCCCN3CCOCC3)c3ccccc3n2)c1	.	.	6	-6	.	5	7	-30
C[C@H]1CN([C@@H](C)CO)C(=O)c2cc(C#Cc3ccccc3F)cnc2O[C@@H]1CN(C)S(C)(=O)=O	1	2	33	14	-1	-4	7	-18
Cc1ccc(NC(=O)COc2coc(CN3CCc4ccccc43)cc2=O)cc1Cl	-5	0	2	6	.	-2	-17	-6
Cc1nonc1NC(=O)CSc1ccccn1	6	0	-3	6	.	-8	-5	-1
Cn1nc(CC(=O)NCc2ccc(F)cc2)c2ccccc2c1=O	-3	1	-4	14	-3	-7	8	-7
Cc1ccc2[nH]c(=O)c(COC(=O)c3cccs3)cc2c1	.	.	-31	3	.	39	-5	.
C/C(Cn1cnc([N+](=O)[O-])n1)=N\NC(=O)c1cccc(F)c1	1	1	2	-17	-19	13	.	2
N#CC1=C2Nc3ccccc3N2C(=O)NC1(c1ccccc1)C(F)(F)F (stereo not drawn)	-1	-2	0	23	-10	.	.	-5
Cc1ccc(C(=O)NCc2ccco2)cc1S(=O)(=O)Nc1cccc(Cl)c1	-3	-1	-2	.	.	.	.	0
CN1[C@@H]2Cn3c(ccc(C4=CCCCC4)c3=O)[C@H]1[C@@H](C(=O)NCCc1ccccc1)[C@@H]2CO	0	0	2	9	-2	-7	-3	-5
COc1ccc(CNC(=O)C[C@@H]2C[C@H]3c4cc(NS(=O)(=O)c5ccc(F)cc5)ccc4O[C@H]3[C@@H](CO)O2)cc1	-2	-11	-5	.	-21	-3	0	2
O=C(NCC[C@@H]1CC[C@H](NC(=O)C2CC2)[C@H](CO)O1)Nc1ccc(Cl)cc1	38	-3	-6	.	-11	-2	-8	-1
CC(C)C[C@H](NC(=O)C1CCC(CNC(=O)[C@@H]2CCCN2C(=O)OC(C)(C)C)CC1)C(=O)O (stereo partly drawn)	-2	2	2	9	-3	1	-5	5
CCC(=O)Nc1sc(C(=O)Nc2ccccc2)c(C)c1C(=O)OC	-6	1	-2	-143	-18	-7	-20	-31
COc1ccc(NC(=O)COc2ccccc2)c(OC)c1	1	1	-8	-40	0	.	.	98*
CCCC(=O)Nc1ccc2c(c1)C(=O)N(C)C[C@@H](OC)[C@@H](C)CN(Cc1ccccn1)[C@@H](C)CO2	-2	1	5	4	-2	-5	-9	5
Cn1c(=O)c2c(ncn2CC(=O)N/N=C/c2ccc(Br)s2)n(C)c1=O	2	4	37	15	-5	.	0	.
COc1ccc(-c2cc(-c3ccc(Br)cc3)nc3ncnn23)cc1OC	2	2	.	23	-1	.	.	29
Cc1noc(C)c1S(=O)(=O)N(CC(=O)NCc1ccc(F)cc1)c1ccc(C(C)C)cc1	2	0	-5	-4	1	-9	-3	7
O=C(CSc1nc(C2CC2)nc2ccccc12)Nc1ccc2c(c1)OCCO2	-2	2	3	5	.	43*	9	1
CC(C)(C)c1ccc(NC(=O)COC(=O)CCc2nc3ccccc3c(=O)[nH]2)cc1	.	.	-4	-3	.	-2	-6	.
COC(=O)C1CN(C(=O)C(C)Oc2ccc(F)cc2)c2ccccc2O1 (stereo not drawn)	1	-1	-7	2	0	2	-20	2
CC(C)c1ccc(N(C(=O)c2snc(C(N)=O)c2N)C(C(=O)NC2CCCC2)c2ccncc2)cc1 (stereo not drawn)	-2	2	-19	12	.	-9	-29	12
O=C(C[C@@H]1C[C@@H]2c3cc(NC(=O)c4ccc5c(c4)OCO5)ccc3O[C@@H]2[C@H](CO)O1)NCc1cccnc1	-2	-4	-1	-10	3	20	-10	-1
O=C(NC(Cc1ccccc1)C(=O)NCc1ccccn1)c1ccco1 (stereo not drawn)	-3	-1	2	-2	-9	.	.	-1
COCc1cc(=O)n2[nH]cc(-c3ccsc3)c2n1	2	0	2	-5	11	1	-3	6
Cc1ccc(NC(=O)c2cc([N+](=O)[O-])ccc2Cl)c(O)c1	-6	2	36	10	-8	4	13	2
Cc1ccc(CNC(=O)CCS(=O)(=O)c2ccc(Br)s2)cc1	-1	-1	-2	-6	5	.	.	-3

Taken from above, two compounds:
SMILES	PglD DTNB	Cneo AK release	ARNT TACC3 PPI	PAX8 reporter	PGC1a acetyl inh	INS-1E GSIS act	LGR2 inh	Statin myotox sup
N#CC1=C2Nc3ccccc3N2C(=O)NC1(c1ccccc1)C(F)(F)F (stereo not drawn)	-1	-2	0	23	-10	.	.	-5
Cc1ccc(C(=O)NCc2ccco2)cc1S(=O)(=O)Nc1cccc(Cl)c1	-3	-1	-2	.	.	.	.	0
